# Screening data deposited in PubChem BioAssay by PCMD.
# Yeast tox: Inhibits yeast growth, turbidity readout; S. cerevisiae wild-type growth, A595 turbidity, 16 h; growth inhibition, % at 25 µM (by protocol); hit rate 0.3% among 30,000; AID 685;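 active = mutant and wild-type yeast strains alike exhibit over 30% growth inhibition; inconclusive = a strain exceeds 50% while the second remains under 30%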;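 also: 0% = untreated cell controls and 100% = YPD media blanks without cells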
#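 Incubation: 16 h growth with compound, 30 °C; Material: S. cerevisiae wild-type or eIF2Bepsilon-R284H mutant strain; Signal: turbidity measured as absorbance at 595 nm; Medium: YPD yeast growth medium; Measure: growth inhibition (%) versus cell controls and blanks; Doses: 25 µM single dose.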
# Yeast eIF2B: eIF2B (yeast) activity modulation; S. cerevisiae eIF2B-epsilon R284H, GCN4-lacZ luminescence; inhibition, % at 25 µM (by protocol); AID 688; hit rate 0.91% among 27,000;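 active = mutant luminescence inhibited past about 50% while wild type luminescence and mutant growth stay under set limits, limit read from the data; inconclusive = mutant versus wild type luminescence inhibition gap past a set limit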; also: some compounds called inactive have numbers as strong as hits
#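 material = yeast eIF2B-epsilon R284H mutant carrying GCN4–beta-galactosidase fusion | schedule = 16 h growth with compound at 30 °C, 90 min Beta-Glo step | measured by = luminescence and A595 | compound dosing = one concentration, 25 µM, 0.25% DMSO | read-out basis = % inhibition of reporter signal and growth versus controls | buffer or medium = YPD medium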
# Yeast tox inhibition %: further read-out of Yeast tox, marked with its call; growth inhibition, %; S. cerevisiae eIF2Bepsilon-R284H mutant growth, A595 turbidity, 16 h;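 each compound tested once at 25 µM; 0% equals untreated cells and 100% equals cell-free medium blanks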
# Yeast eIF2B mutant toxicity: further read-out of Yeast eIF2B, marked with its call; growth inhibition, %; measured here: mutant yeast growth, toxicity;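 each compound tested once at 25 µM; zero equals untreated control growth and 100 equals blank medium absorbance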
# Numbers without * were called inactive; ? = inconclusive; . = no result given. These rows are one share of the data, so the mix of outcomes need not match the whole.
item	structure	Yeast tox	Yeast tox inhibition %
1	CCOC(=O)c1ccccc1NC(=O)CSc1nnnn1C1CCCCC1	9.1	-13.6
2	O=C(Cc1cccc2ccccc12)N/N=C/c1ccc(OC(=O)/C=C/c2ccco2)cc1	-5.4	-30.4
3	CCOC(=O)C(NC(C)=O)(N1CCc2ccccc2C1)C(F)(F)F (centres undefined)	32.5	3.7
4	COC(=O)C1=C(C)NC(C)=C(C(=O)OC)C1c1ccccc1OCc1c(C)no[n+]1[O-]	16.5	0.0
5	COc1ccc(S(=O)(=O)Nc2ccc(C(F)(F)F)cc2)cc1OC	21.9	0.0
6	N#CCCN(CC(=O)O)S(=O)(=O)c1ccccc1	9.3	14.8
7	CCc1ccccc1NC1=NCC(=O)N1Cc1ccc(OC)cc1	9.7	31.6
8	CCN(CC)CCNC(=O)CCc1n[nH]c(=O)c2ccccc12	-10.6	0.0

item	Yeast eIF2B	Yeast eIF2B mutant toxicity
1	22.7	-13.6
2	19.9	-30.4
3	-13.2	3.7
4	22.1	.
5	15.4	.
6	19.9	14.8
7	29.3	31.6
8	-10.4	.

# Next part:
item	structure	Yeast tox	Yeast tox inhibition %
9	CCSc1nnc(NC(=O)COc2ccccc2)s1	19.3	10.5
10	COc1cc(OC)c(CN2CCCCCCC2)cc1Br	35.4	16.7
11	COc1ccc(C(=O)CSc2n[nH]c(N)n2)cc1	-21.2	12.8
12	O=C(O)c1cccc(C(=O)Cc2ccccc2)c1	-3.2	0.0
13	CCN(CC)CCNC(=O)C12CC3CC(CC(C3)C1)C2	31.0	19.1
14	COc1cc(OC)cc(C(=O)Nc2c(F)cccc2F)c1	0.2	7.1
15	COc1ccccc1N1CCN(Cc2cccs2)CC1	1.1	2.5
16	Cc1ccc(C(=O)N2CCN(C(=O)CN3CCCC3)C2)cc1	2.0	12.9

item	Yeast eIF2B	Yeast eIF2B mutant toxicity
9	.	.
10	10.3	16.7
11	28.4	12.8
12	92.3	.
13	.	.
14	32.8	7.1
15	20.2	2.5
16	12.5	12.9

# Next section
item	structure	Yeast tox	Yeast tox inhibition %
17	O=c1[nH]nc2c3ccccc3cnn12	5.5	-9.1
18	O=C(O)CCc1nn2c3ccccc3n(CC(=O)c3ccccc3)c2nc1=O	-4.2	0.0
19	Cc1csc2nc(CSc3nncn3-c3ccccc3)c(Br)n12	-10.0	-28.6
20	CC(C)OP(=O)(c1ccc(N(C)C)cc1)C(O)c1ccncc1 (centres undefined)	9.0	13.8
21	Cc1cc(=O)[nH]c(SCC(=O)N2c3ccccc3CC2C)n1 (centres undefined)	4.7	3.6
22	COc1ccc(Cn2c(=O)[nH]c3cc(C(=O)NCCCN4CCCCC4)ccc3c2=O)cc1	-19.7	3.9
23	O=C(Nc1ccccc1)c1cc2ccccc2o1	6.6	-3.5
24	Cc1c(NC(=O)c2ccccc2N)cccc1C(=O)O	8.1	16.0

item	Yeast eIF2B	Yeast eIF2B mutant toxicity
17	-13.1	-9.1
18	-25.4	.
19	17.9	-28.6
20	-9.3	13.8
21	16.8	3.6
22	11.3	3.9
23	57.0	-3.5
24	23.2	16.0

# (continued)
item	structure	Yeast tox	Yeast tox inhibition %
25	COc1ccc(Nc2nc(C)cc(=O)[nH]2)cc1	20.2	16.1
26	Cn1nnnc1SCc1cccc(CSc2nnnn2C)n1	-2.4	-2.3
27	O=C(Nc1ccc(Cc2ccncc2)cc1)c1ccc(S(=O)(=O)N2CCOCC2)cc1	26.9	3.5
28	O=C(CSc1nnc(-c2ccc(Cl)cc2Cl)n1C1CCCCC1)N1CCCC1	8.7	14.9
29	Cc1ccc(S(=O)(=O)N2c3ccccc3NC(=O)C2CC(=O)Nc2ccccc2)cc1 (centres undefined)	-13.7	7.1
30	CCn1c(=O)[nH]c2ccccc2c1=O	13.0	9.5
31	COc1ccc(N(CC(=O)NC2CCCC2)C(=O)CCC(=O)Nc2cc(C)on2)c(OC)c1	-15.9	10.7
32	CCOC(=O)c1[nH]c2ccc(OC)cc2c1NC(=O)CCN1CCc2ccccc2C1	13.4	-13.6

item	Yeast eIF2B	Yeast eIF2B mutant toxicity
25	12.6	16.1
26	-13.0	-2.3
27	-19.7	3.5
28	.	.
29	25.8	7.1
30	16.5	9.5
31	-8.6	10.7
32	20.6	-13.6

# Other records follow:
item	structure	Yeast tox	Yeast tox inhibition %
33	COc1ccc(OC)c(-c2csc(N(Cc3ccco3)C(=O)c3cccs3)n2)c1	20.8	12.0
34	Cc1cc(NC(=O)CCC(=O)N(c2ccccc2)C(C(=O)NC2CCCC2)c2ccncc2)no1 (centres undefined)	4.7	-13.6
35	O=C1N2CCCc3cccc(c32)C12Nc1ccccc1S2 (centres undefined)	-21.2	-18.2
36	CCOc1ccc(C(=O)N(Cc2ccc(OC)cc2)Cc2cc3cc(OC)ccc3[nH]c2=O)cc1	-33.1	-14.1
37	O=C(CCc1ccccc1)NCc1cccnc1	-12.1	4.5
38	CC(=O)N1CCc2cc(S(=O)(=O)NC(C(=O)NCc3ccccc3)C(C)C)ccc21 (centres undefined)	12.3	0.0
39	N#Cc1c(C(F)(F)F)cc(-c2ccccc2)nc1SCc1nc(N)nc(N2CCOCC2)n1	-25.8	22.7
40	CN(C)c1ccc(N/C=C/C(=O)C(C)(C)C)cc1	13.3	21.9

item	Yeast eIF2B	Yeast eIF2B mutant toxicity
33	15.8	12.0
34	22.0	-13.6
35	18.4	-18.2
36	.	.
37	26.3	4.5
38	7.2	.
39	-0.2	22.7
40	29.3	21.9

# The results go on.
item	structure	Yeast tox	Yeast tox inhibition %
41	Cc1ccc2c(c1)N(CCC(=O)NCc1cccs1)C(=O)C(C)O2 (centres undefined)	33.7	18.9
42	O=c1cc2c(nn1Cc1ccc(Cl)cc1)-c1ccccc1CC2	20.0	16.1
43	O=C(NCC1CCCO1)c1ccc2c(c1)C(=O)N(C1CCCCC1)C2=O (centres undefined)	28.0	17.9
44	O=C(O)c1cccc(S(=O)(=O)Nc2ccccc2Cl)c1	0.5	-12.5
45	Cc1c(C(=O)NCc2ccoc2)oc2ccc3c(c12)C(=O)CC(C)(C)O3	11.5	13.8
46	COc1ccc(NC(=O)Nc2ccc(Br)cn2)cc1OC	0.0	-2.2
47	N=c1c2c3c(sc2ncn1CCCN1CCOCC1)CCCCC3	6.9	3.7
48	CCOc1cc(NC(=O)c2ccco2)c(OCC)cc1NC(=O)c1cc(OC)c(OC)c(OC)c1	-11.5	-20.7

item	Yeast eIF2B	Yeast eIF2B mutant toxicity
41	17.9	18.9
42	15.8	16.1
43	25.8	17.9
44	8.1	-12.5
45	17.5	13.8
46	.	.
47	23.0	3.7
48	11.8	-20.7

# Later entries.
item	structure	Yeast tox	Yeast tox inhibition %
49	COc1ccc(C2(NC(C)=O)CCN(C(=O)c3cccs3)CC2)cc1	12.4	-25.0
50	CN1CCc2c(sc3c2c(=O)n(-c2ccccc2)c2nncn32)C1	0.7	0.0
51	CCCC(=O)Nc1cc(-c2nn(C)c(=O)c3ccccc23)ccc1N1CCCCC1	-3.2	0.0
52	c1ccc(CC2CCN(c3nc4ccccc4n4nnnc34)CC2)cc1	2.5	-15.0
53	COc1cc(CNn2nnnc2N)cc(Br)c1OCc1c(Cl)cccc1Cl	12.7	20.0
54	Cc1nc2c(C(=O)N3CCCC3)cnn2c(C)c1Cc1c(F)cccc1Cl	14.2	21.6
55	CCN(CC)CCNC(=O)C(C(=O)c1ccccc1)n1ccccc1=O (centres undefined)	-2.4	-7.7
56	O=CNc1ccc(S(=O)(=O)NCc2ccccc2)cc1	14.8	9.1

item	Yeast eIF2B	Yeast eIF2B mutant toxicity
49	19.6	-25.0
50	-7.3	.
51	22.4	.
52	7.5	-15.0
53	.	.
54	23.2	21.6
55	29.3	-7.7
56	-10.2	9.1

# Sorted by count of non-hydrogen atoms (ascending): some entries from above.
item	structure	Yeast tox	Yeast tox inhibition %
6	N#CCCN(CC(=O)O)S(=O)(=O)c1ccccc1	9.3	14.8
13	CCN(CC)CCNC(=O)C12CC3CC(CC(C3)C1)C2	31.0	19.1
20	CC(C)OP(=O)(c1ccc(N(C)C)cc1)C(O)c1ccncc1 (centres undefined)	9.0	13.8
50	CN1CCc2c(sc3c2c(=O)n(-c2ccccc2)c2nncn32)C1	0.7	0.0
2	O=C(Cc1cccc2ccccc12)N/N=C/c1ccc(OC(=O)/C=C/c2ccco2)cc1	-5.4	-30.4
36	CCOc1ccc(C(=O)N(Cc2ccc(OC)cc2)Cc2cc3cc(OC)ccc3[nH]c2=O)cc1	-33.1	-14.1

item	Yeast eIF2B	Yeast eIF2B mutant toxicity
6	19.9	14.8
13	.	.
20	-9.3	13.8
50	-7.3	.
2	19.9	-30.4
36	.	.

# Remaining list, next part.
item	structure	Yeast tox	Yeast tox inhibition %
57	O=C(O)c1cccc(NS(=O)(=O)c2ccc(Cl)c(C(=O)O)c2)c1	19.5	12.0
58	Cc1nnc(SCc2cnc(-c3ccc(C(C)C)cc3)s2)n1C	-3.9	-16.1
59	CCCc1ccc(OCCNC(=O)CC)cc1	16.4	11.5
60	Cc1cc(C)c2cc(C#N)c(SCC(=O)NCc3ccco3)nc2c1	13.3	-9.5
61	Cc1nc(N)c(C#N)c(-c2ccccc2Cl)c1C	10.7	-3.0
62	Cc1ccc(-c2nnc(SCC(=O)N3CCOCC3)nc2-c2ccc(C)cc2)cc1	28.7	-9.5
63	COC(=O)Nc1ccc(S(=O)(=O)N2CCC(C)CC2)cc1	30.0	27.0
64	CCCC(C)c1nnc(NC(=O)CS(=O)(=O)Cc2ccccc2)s1 (centres undefined)	-8.6	-20.4

item	Yeast eIF2B	Yeast eIF2B mutant toxicity
57	14.6	12.0
58	20.1	-16.1
59	-54.6	11.5
60	21.8	-9.5
61	25.0	-3.0
62	23.1	-9.5
63	27.0	27.0
64	20.3	-20.4

# (list continues)
item	structure	Yeast tox	Yeast tox inhibition %
65	CN1CCN(/C=N/c2c(C#N)cnn2C)CC1	-4.8	0.0
66	Nc1nnc(-c2ccccc2Cl)s1	7.7	8.8
67	CC(C)=CCC/C(C)=C/CC(C)(C)CNCCN1CCNCC1	-17.2	-4.5
68	COc1ccc(S(=O)(=O)N2CCCC(C(=O)NC3CCCCC3)C2)cc1 (centres undefined)	-21.2	-36.2
69	Cc1ccc(S(=O)(=O)/N=C2\C(=O)c3ccccc3C([O-])=C2n2cc[n+](CCC(C)C)c2)cc1	-22.1	20.0
70	CCCNC(=O)Nc1ccc2c(c1)N(C)C(=O)c1ccccc1S2	-50.2	4.8
71	O=C(O)C(Cc1ccccc1)N1C(=O)c2ccccc2C1=O (centres undefined)	33.9	11.1
72	Cc1ccc(OC(=O)COc2ccccc2C)c(-n2nc3ccccc3n2)c1	.	.

item	Yeast eIF2B	Yeast eIF2B mutant toxicity
65	9.8	.
66	4.2	8.8
67	22.7	-4.5
68	5.5	-36.2
69	27.1	20.0
70	21.1	4.8
71	9.5	11.1
72	4.9	.

# Other entries follow:
item	structure	Yeast tox	Yeast tox inhibition %
73	CC(=O)c1cc2c(cc1NC(=O)CSc1nc3ccccc3o1)OCO2	-7.9	-40.0
74	CCN(CC)Cc1cc(CCNC(=O)c2ccc(Cl)cc2)ccc1O	20.0	17.0
75	CC1=CC(C)(C)NC(=S)N1c1cccc(C)c1	-2.4	-25.0
76	Cc1ccc(S(=O)(=O)NCCC(=O)N2CCCCC2)cc1	-7.7	0.0
77	CCOc1c(Br)ccc2c1sc1nc[nH]c(=O)c12	12.3	14.8
78	Cc1ccc(CN(C(=O)C(F)(F)F)C(C(=O)NC2CCCCC2)c2ccco2)cc1 (centres undefined)	20.6	25.0
79	O=C(Nc1ccc2c(c1)OCO2)C(c1ccc(Cl)cc1)N1CCN(C(=O)c2ccco2)CC1 (centres undefined)	-8.4	1.7
80	COC(=O)Cn1c2ccc(OC)cc2c2nc3ccccc3nc21	-6.7	13.8

item	Yeast eIF2B	Yeast eIF2B mutant toxicity
73	-58.5	-40.0
74	.	.
75	2.6	-25.0
76	1.6	.
77	12.4	14.8
78	4.4	25.0
79	9.5	1.7
80	53.1*	.

# (next part)
item	structure	Yeast tox	Yeast tox inhibition %
81	O=C(NCc1ccccc1)c1ccco1	.	.
82	COc1ccc(N2CCN(C(=O)CN(c3ccccc3)S(C)(=O)=O)CC2)cc1	3.8	10.7
83	CC(C)CCNC(=O)CN(C)S(=O)(=O)c1cccc2nsnc12	10.3	-9.1
84	Cc1c(C(=O)NCc2ccc3c(c2)OCO3)oc2ccc(S(=O)(=O)N3CCCCC3)cc12	-15.4	9.5
85	CCc1cc(C(=O)Nc2ccc(C)cc2Br)cs1	27.8	7.1
86	CCn1nnnc1SCC(=O)N1CCc2ccccc21	25.7	0.0
87	CCc1nc2ccccc2n1Cc1ccccc1OC	?	.
88	O=C(Nc1ccc2c3c(cccc13)CC2)c1ccco1	?	.
89	CCOC(=O)N1CCN(CC(O)c2ccc3c(c2)CCN3)CC1 (centres undefined)	?	.

item	Yeast eIF2B	Yeast eIF2B mutant toxicity
81	4.1	.
82	7.7	10.7
83	20.8	-9.1
84	-13.3	9.5
85	0.4	7.1
86	23.1	.
87	-21.8	6.9
88	46.3	57.9
89	22.3	51.6
